S1P1 ag pot – agonists and agonism potentiators of human S1P1 receptor | P21453 | S1P1 CRE-bla cells, forskolin, beta-lactamase FRET, potentiator mode; S1P1 agonist co-added at EC20, 2 nM; 100% = saturating reference agonist, 0% = basal | activation, % at 9.5 µM | 0.57% of 56,000 active | AID 449;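 active = activation above a cutoff set at the mean activation of all tested compounds plus 3 SD, cut at about 54% in these data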;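 also: forskolin at 4 µM as EC80 and the EC20 agonist is SEW2871; 100% = SEW2871 at its EC100 plus forskolin at EC80; some compounds past the cut are filed as inactive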
Target sequence (P21453 whole entry, looked up): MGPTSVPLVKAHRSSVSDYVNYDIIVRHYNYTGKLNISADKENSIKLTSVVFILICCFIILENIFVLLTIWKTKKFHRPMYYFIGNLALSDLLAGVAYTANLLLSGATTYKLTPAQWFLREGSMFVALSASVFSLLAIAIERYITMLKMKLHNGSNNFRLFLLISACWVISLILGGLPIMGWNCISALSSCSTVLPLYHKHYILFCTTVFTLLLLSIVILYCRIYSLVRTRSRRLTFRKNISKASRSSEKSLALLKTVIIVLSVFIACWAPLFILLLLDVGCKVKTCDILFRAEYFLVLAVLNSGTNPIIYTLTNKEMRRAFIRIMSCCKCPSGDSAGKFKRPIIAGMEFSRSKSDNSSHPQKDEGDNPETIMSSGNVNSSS
5HT1a antag – 5-HT1a (human) receptor antagonism; P08908; CHO 5-HT1a Ga15 NFAT-bla reporter, antagonist mode; inhibition, % at 10 µM; 0.68% of 62,000 active; AID 612;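 active = inhibition above the mean of all tested compounds plus 3 SD, cut at about 43% in these data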;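 also: receptor stimulated by 5-CT agonist at 100 nM near EC80; beta-lactamase reporter measured by ratiometric fluorescence of a cleavable substrate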
HTR1E agonist – agonists of human 5-HT1E serotonin receptor; CHO 5-HT1E Ga15 NFAT-bla reporter, FRET; 0% DMSO wells, 100% control agonist wells; activation, % at 6 µM; 0.69% of 65,000 active;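 active = activation above a set limit, the screen-wide mean activation plus 3 SD, cut at about 8.5% in these data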;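 also: 100% = positive control agonist at 1 µM giving full maximal response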
S1P3 agonist – agonists of human S1P3 receptor. Q99500. S1P3 NFAT-BLA reporter cells, agonism, FRET ratio; relative to 1 µM S1P, basal subtracted. activation, % at 4.5 µM. 0.1% of 60,000 active. AID 373;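 active = activation above the screen-wide mean plus 3 SD, cut at about 4.5% in these data, passing the limit was not always enough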; also: some compounds called inactive have numbers as strong as hits
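Measure – % activation relative to 1 µM S1P (100%), per plate · System – stable CHO line with human S1P3, Gα16, NFAT-BLA reporter · Timing – cells plated overnight, compound 4 h 37 °C, substrate 2 h RT · Technique – fluorescent BLA substrate, ex 405 nm, em 460/535 nm ratio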
D1 allo mod – D1 dopamine receptor (human) allosteric modulation. P21728. HEK293 D1, CRE-luciferase, dopamine EC30 potentiation; actives deviate in either direction. B-score at 10 µM. 5.9% of 58,000 active. AID 641;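 active = luminescence count or its row- and column-corrected plate score outside the 99.7% band of the plate's sample wells, on either side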
Target sequence (P21728 whole entry, looked up): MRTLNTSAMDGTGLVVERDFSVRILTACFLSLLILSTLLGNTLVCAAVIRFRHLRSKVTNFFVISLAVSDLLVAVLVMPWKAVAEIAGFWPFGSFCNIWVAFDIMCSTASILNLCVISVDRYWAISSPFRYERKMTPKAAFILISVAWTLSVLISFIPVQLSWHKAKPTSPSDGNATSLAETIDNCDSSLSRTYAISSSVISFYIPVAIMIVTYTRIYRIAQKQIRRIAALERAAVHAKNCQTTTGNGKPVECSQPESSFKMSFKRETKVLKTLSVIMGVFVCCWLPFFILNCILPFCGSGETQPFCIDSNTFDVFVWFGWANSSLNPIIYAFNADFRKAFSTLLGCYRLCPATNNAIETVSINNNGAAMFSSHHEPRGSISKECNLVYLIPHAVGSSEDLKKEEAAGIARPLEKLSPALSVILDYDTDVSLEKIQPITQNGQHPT
HTR1A agonist – activates the human 5-HT1a serotonin receptor | 0.56% of 65,000 active | CHO 5-HT1a Ga15 NFAT-bla reporter, FRET ratio; 0% basal, 100% maximal reference agonist | P08908 | activation, % at 10 µM;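 active = activation above the screen-wide mean activation plus 3 SD, cut at about 19% in these data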;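 also: 0% = DMSO wells and 100% = 5-CT at EC100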
HEK293 NFkB inh – lowers PMA/ionomycin-induced NF-kB signal in HEK293 cells; HEK-293 NF-kB luciferase reporter, luminescence; AID 465; 0.21% of 62,000 active; inhibition, % at 3 µM;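 active = inhibition above the mean of all tested compounds plus 3 SD, cut at about 40% in these data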;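 also: 0% = stimulated DMSO wells and 100% = 10 µM reference inhibitor 5653914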
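Signal: luciferase luminescence; Material: HEK-293 cells with stable firefly luciferase reporter driven by four HIV NF-kB elements; Probe or stimulus: PMA with ionomycin; Replication: tested once; Times: 1 h compound pretreatment, then 16 h stimulation at 37 °C, 5% CO2; Benchmarks: DMSO and 10 µM reference inhibitor; Evaluation: per-plate % inhibition versus controls.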
HTR1E antagonist – 5-HT1E (human) receptor antagonism. AID 571. CHO 5-HT1E Ga15 NFAT-bla reporter, FRET, antagonist. 0.99% of 65,000 active. inhibition, % at 6 µM;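 active = inhibition above a set limit, the mean inhibition across every tested compound plus 3 SD, cut at about 29% in these data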;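 also: signal is the 460 over 535 nm emission ratio of beta-lactamase substrate; 0% = agonist plus DMSO wells and 100% = wells without agonist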
Jurkat tox 60K – reduces viability or proliferation of Jurkat cells; Jurkat E6.1 viability, ATP luminescence, 48 h; inhibition, % at 4 µM; 1.2% of 56,000 active;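 active = inhibition above the mean inhibition of all tested compounds plus 3 SD, cut at about 28% in these data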
Active calls of the source: *; · = not tested or not shown. Random draw from the library; 8.3% or so of the library scored in one or more.

Field names – A = S1P1 ag pot; B = 5HT1a antag; C = HTR1E agonist; D = S1P3 agonist; E = D1 allo mod; F = HTR1A agonist; G = HEK293 NFkB inh; H = HTR1E antagonist; I = Jurkat tox 60K
Cc1nc2ccc(S(=O)(=O)NC(C(=O)N3CCCC3)C(C)C)cc2s1 (stereo not drawn)
  A: -3 | B: -11 | C: 0.2 | D: -0.9 | E: 0.47 | F: -2.6 | G: 20 | H: -4 | I: -5
CC(=O)Nc1ccc(S(=O)(=O)n2nc(-c3ccc(C)cc3)nc2N)cc1
  A: 2 | B: 0 | C: -1.2 | D: -0.2 | E: 0.34 | F: -2.6 | G: 18 | H: -3 | I: 5
CCn1cc(C(C)NC(=O)COc2ccc(Cl)cc2C)c(C)n1 (stereo not drawn)
  A: -4 | B: -1 | C: -1.4 | D: -1.2 | E: 0.58 | F: -2.0 | G: 13 | H: 0 | I: 7
CCOC(=O)C1=C(C)NC(=O)NC1c1c(C)nn(-c2ccccc2)c1Cl (stereo not drawn)
  A: -8 | B: -4 | C: -0.3 | D: 1.3 | E: 0.3 | F: -1.1 | G: 18 | H: -9 | I: -7
Cc1ccc(N)cc1CN1CCCC1=O
  A: -6 | B: -6 | C: 1.1 | D: 0.1 | E: -0.092 | F: -0.9 | G: 11 | H: 2 | I: -6
Cc1cccc(C)c1N1C(=O)C2ON(c3ccccc3)C(c3ccncc3)C2C1=O (stereo not drawn)
  A: -5 | B: · | C: -0.4 | D: -5.0 | E: · | F: -0.5 | G: · | H: 4 | I: ·
CCOc1ccccc1-n1nnnc1SCC(=O)Nc1cc2oc3ccccc3c2cc1OC
  A: -6 | B: 22 | C: -1.1 | D: -0.1 | E: 0.025 | F: -4.6 | G: 15 | H: 6 | I: -3
CN(C)CCCNc1oc(-c2ccc(Cl)cc2)nc1C#N
  A: 18 | B: -2 | C: -0.1 | D: -1.0 | E: 0.0079 | F: -1.9 | G: 0 | H: 0 | I: 2
O=C(Cn1c(=O)n(CCCC(=O)NC2CCCC2)c(=O)c2ccccc21)NCCC1=CCCCC1
  A: 0 | B: 13 | C: -0.7 | D: -0.9 | E: 0.38 | F: -0.8 | G: 8 | H: 10 | I: -1
CC(C)(C)C1CCc2[nH]c3ccccc3c(=O)c2C1 (stereo not drawn)
  A: -28 | B: -8 | C: -0.1 | D: 1.1 | E: 0.11 | F: -0.1 | G: -18 | H: -11 | I: -4
CCCCCCOc1ccc(/C(N)=N/O)cc1
  A: -1 | B: 7 | C: -0.3 | D: -1.3 | E: 0.19 | F: -1.1 | G: -21 | H: -12 | I: 97*
COc1ccc(S(=O)(=O)N(CC(=O)N2CCOCC2)c2cc(Cl)ccc2OC)cc1OC
  A: -3 | B: -4 | C: 1.2 | D: -0.7 | E: 0.55 | F: -0.1 | G: 5 | H: 5 | I: 0
O=C(Nc1ccc2c(c1)OCO2)c1c(Cl)nc2sccn12
  A: · | B: 2 | C: 0.9 | D: · | E: 1.7 | F: 1.2 | G: -36 | H: 3 | I: ·
C=CCOc1cccc(C2/C(=C(\O)c3ccc(F)cc3)C(=O)C(=O)N2CCN(C)C)c1 (stereo not drawn)
  A: -10 | B: -9 | C: 0.2 | D: -0.5 | E: -0.026 | F: -1.1 | G: 9 | H: -2 | I: 2
O=C(NCc1ccc2c(c1)OCO2)c1cccc(N2CCCC2=O)c1
  A: -10 | B: -14 | C: -0.3 | D: 0.2 | E: 0 | F: -2.2 | G: 8 | H: 3 | I: 5
Clc1ss/c(=N\c2ccccn2)c1Cl
  A: · | B: 13 | C: 0.3 | D: · | E: -0.57 | F: -2.9 | G: 6 | H: -1 | I: ·
COc1cc(NC(=O)Nc2cccc(Cl)c2)c(OC)cc1NC(=O)CN1CCCCC1
  A: 17 | B: 18 | C: 0.8 | D: -1.9 | E: -4* | F: -2.1 | G: -3 | H: 5 | I: 1
CCOC(=O)CCc1c(C)c(C#N)c2nc3ccccc3n2c1-n1ccnc1
  A: -4 | B: · | C: -0.5 | D: -0.7 | E: 0.19 | F: 2.6 | G: · | H: -17 | I: ·
C=CCSC1=C(C#N)C(c2ccccc2OCC)C(C#N)C(=O)N1 (stereo not drawn)
  A: -3 | B: -6 | C: 0.2 | D: -0.4 | E: 0.037 | F: -1.7 | G: 14 | H: 4 | I: 1
CCN(CC)c1cc2nonc2c2nonc12
  A: 22 | B: 0 | C: 0.5 | D: -0.1 | E: · | F: -3.7 | G: 11 | H: -1 | I: -4
CC(=O)c1cn(CC(=O)Nc2ccccc2)c2ccccc12
  A: 27 | B: 5 | C: -0.4 | D: -1.3 | E: -1 | F: 0.4 | G: 18 | H: 6 | I: 37*
COC(=O)C1C(=O)c2c([nH]c(C(=O)OC3CCCCCC3)c2C)CC1C (stereo not drawn)
  A: 4 | B: -14 | C: 0.9 | D: -0.8 | E: -0.62 | F: 3.2 | G: -6 | H: 24 | I: 8
COc1ccccc1OCCCn1c(=O)sc2ccccc21
  A: 10 | B: -4 | C: -0.5 | D: 0.4 | E: 0.37 | F: -0.6 | G: 0 | H: 11 | I: 4
CC1(C)Cc2c(sc3c2c(=N)n(Cc2ccco2)c(=O)n3CC(=O)Nc2ccc(Cl)cc2)CO1
  A: -1 | B: 7 | C: 3.0 | D: 0.0 | E: · | F: -3.0 | G: 12 | H: -9 | I: -8
COC(=O)c1ccccc1NC(=O)CN1CCN(C(=O)c2ccco2)CC1
  A: -24 | B: -5 | C: 1.6 | D: -0.3 | E: 3.2* | F: 1.2 | G: 3 | H: 3 | I: 5
COC(=O)Nc1nnc(CCc2ccccc2)s1
  A: -11 | B: 6 | C: 1.6 | D: -1.2 | E: -0.73 | F: -6.5 | G: 7 | H: -4 | I: 6
O=S(=O)(N1CCCCCC1)N1CCN(S(=O)(=O)N2CCOCC2)CC1
  A: -18 | B: -2 | C: -0.1 | D: 0.0 | E: -1.2 | F: -3.4 | G: 18 | H: -10 | I: 1
Fc1ccc(CN2CCCCCCC2)cc1F
  A: · | B: 5 | C: -0.5 | D: -0.4 | E: -0.26 | F: 1.0 | G: 5 | H: 2 | I: -4
Fc1ccccc1Cn1nnc2c(NCCc3ccccn3)ncnc21
  A: -13 | B: 0 | C: 0.3 | D: -0.3 | E: 2.2 | F: -0.8 | G: 11 | H: 7 | I: -2
Cc1ccc(C(=O)O)c(C(=O)Nc2nc(C)cs2)c1
  A: -7 | B: -6 | C: -0.8 | D: 0.2 | E: -0.76 | F: -0.1 | G: 2 | H: 5 | I: -3

Whole records, looked up by structure. Screens in order: S1P1 ag pot | 5HT1a antag | HTR1E agonist | S1P3 agonist | D1 allo mod | HTR1A agonist | HEK293 NFkB inh | HTR1E antagonist | Jurkat tox 60K
Listed for Fc1ccccc1Cn1nnc2c(NCCc3ccccn3)ncnc21 → -13 | 0 | 0.3 | -0.3 | 2.2 | -0.8 | 11 | 7 | -2
Listed for Fc1ccc(CN2CCCCCCC2)cc1F → · | 5 | -0.5 | -0.4 | -0.26 | 1.0 | 5 | 2 | -4
Listed for COC(=O)Nc1nnc(CCc2ccccc2)s1 → -11 | 6 | 1.6 | -1.2 | -0.73 | -6.5 | 7 | -4 | 6
Listed for COC(=O)c1ccccc1NC(=O)CN1CCN(C(=O)c2ccco2)CC1 → -24 | -5 | 1.6 | -0.3 | 3.2* | 1.2 | 3 | 3 | 5
Listed for CC(=O)c1cn(CC(=O)Nc2ccccc2)c2ccccc12 → 27 | 5 | -0.4 | -1.3 | -1 | 0.4 | 18 | 6 | 37*

Other structures follow.
Field names – A = S1P1 ag pot; B = 5HT1a antag; C = HTR1E agonist; D = S1P3 agonist; E = D1 allo mod; F = HTR1A agonist; G = HEK293 NFkB inh; H = HTR1E antagonist; I = Jurkat tox 60K
CC(C)(/C=N/O)/[N+]([O-])=C/c1ccccc1C(F)(F)F
  A: -4 | B: -5 | C: 0.4 | D: 0.1 | E: 0.23 | F: -2.4 | G: 4 | H: -2 | I: -4
COc1ccc(S(=O)(=O)N(C)c2ccc(C(=O)NCC3CCCO3)cc2)cc1 (stereo not drawn)
  A: -32 | B: -16 | C: 0.1 | D: 0.9 | E: 0.5 | F: -0.6 | G: 9 | H: -4 | I: -2
COc1ccc(-n2c(Cn3c(=O)sc4ccccc43)nnc2SC)cc1
  A: 5 | B: -3 | C: 0.0 | D: -1.4 | E: · | F: -0.1 | G: 16 | H: -5 | I: -2
O=C(CN1CCOCC1)Nc1cccc(Br)c1
  A: -4 | B: 2 | C: 0.5 | D: -0.2 | E: 1.5 | F: -0.9 | G: -2 | H: -4 | I: -8
CCCS(=O)(=O)N1CCN(Cc2ccccc2OCC)CC1
  A: · | B: 7 | C: -0.1 | D: -0.8 | E: -0.65 | F: -1.5 | G: 10 | H: -6 | I: -4
Cn1c(=O)oc2cc(S(=O)(=O)N3CCC4(CC3)OCCO4)ccc21
  A: -32 | B: -4 | C: 1.3 | D: -1.0 | E: 0.14 | F: -1.6 | G: 4 | H: 1 | I: 2
CS(=O)(=O)N(CC(=O)NCc1ccco1)c1ccc(Cl)c(C(F)(F)F)c1
  A: -6 | B: 14 | C: 0.4 | D: -0.8 | E: -1 | F: -0.2 | G: 1 | H: -12 | I: 5
COC(=O)c1cc(COC(=O)c2ccc3ccccc3n2)oc1C
  A: 8 | B: 2 | C: 0.0 | D: -0.7 | E: 0.97 | F: -2.1 | G: 7 | H: 4 | I: 7
COc1ccccc1-c1nc(C#N)c(N2CCN(Cc3ccccc3)CC2)o1
  A: 3 | B: -1 | C: -0.7 | D: -1.1 | E: 0.058 | F: 1.0 | G: 26 | H: 6 | I: 2
CC1(C)CC(=O)N(CC(=O)N2CCN(c3ncccn3)CC2)c2ccccc2S1(=O)=O
  A: -15 | B: -5 | C: 6.8 | D: 0.2 | E: 0.83 | F: -4.5 | G: 2 | H: 10 | I: -10
CCOc1cccc(-c2nn3c(-c4ccco4)nnc3s2)c1
  A: -11 | B: · | C: 0.2 | D: 0.7 | E: · | F: -1.0 | G: · | H: -3 | I: ·
Cn1c(=O)[nH]c(=O)c2c1nc(SCCN1CCOCC1)n2Cc1ccccc1
  A: 1 | B: 2 | C: 1.5 | D: 0.7 | E: 0.19 | F: 2.5 | G: 13 | H: -4 | I: -8
CCOc1cc(C(=O)NCC(C)CN(C)C)cc(OCC)c1OCC (stereo not drawn)
  A: · | B: 14 | C: -0.4 | D: -0.7 | E: 0.31 | F: -1.5 | G: 10 | H: 5 | I: 3

An excerpt from above in order of the HEK293 NFkB inh value, high to low.
mol | HEK293 NFkB inh
CCOc1cc(C(=O)NCC(C)CN(C)C)cc(OCC)c1OCC (stereo not drawn) | 10
CC1(C)CC(=O)N(CC(=O)N2CCN(c3ncccn3)CC2)c2ccccc2S1(=O)=O | 2
O=C(CN1CCOCC1)Nc1cccc(Br)c1 | -2
